Bioassay records (PubChem BioAssay)
GLP1R inv ag: inverse agonists of human GLP-1 receptor; P43220; HEK293 GLP-1R CRE-luciferase, luminescence, 24 h; GLP-1R form is constitutively active; Potency, µM (titrated, usually from 38.3 µM), without a hit: at the highest dose activity change, negative = inhibition, actives largely listed as inhibitors; actives 1.6% (n = 410,000); note: potency is the fitted concentration of half-maximal effect; % is set by controls: 0 for no effect and ±100 for the full control effect; nearly all actives have a fitted effect of over 55% in size
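qHTS in 1536-well format: reporter HEK293 cells expressing constitutive GLP-1R activity in DMEM + 10% Nu serum, 24 hr with compounds at 37 deg C, luminescence read after 12 min with detection reagent.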
pAkt inh: inhibitors of Akt phosphorylation | Neuro2A IGF-stimulated pAkt S473 HTRF, 20 min; hits give low values | activity change, % for hits at 50 µM | actives 0.32% (n = 360,000) | AID 651550; in the data active = activity change below about -80%; inconclusive = mostly about -51% to -80%; note: % is set by controls: 0 for no effect and ±100 for the full control effect
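Neuro2A cells in DMEM with 0.5% FBS, overnight at 37 deg C, given compound at single 50 µM final, then IGF (6 nM final) for 20 min at 37 deg C. Lysed; phospho-Akt Ser473 by HTRF after 24 h, 665/615 ratio.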
FUS suppressor: rescues growth of FUS-expressing yeast; S. cerevisiae FUS-expressing, growth rescue, OD600, 24 h; AID 1347120; actives 0.24% (n = 390,000); Potency, µM (top dose mostly 76.6 µM), for the others: top-dose growth rescue (activation), hits mostly activators;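 note: potency is the fitted concentration of half-maximal effect; plate controls were DMSO vehicle for no effect and reference control for full effect; nearly all actives have a fitted effect of over 55% in size; some results filed as inactive show a strong effect at the top dose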
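Cultures pregrown in 2.5% raffinose medium are shifted to minimal medium containing 2% galactose to express toxic FUS. Compounds are tested at several concentrations. After 24hr at 30C, growth is quantified at 600 nm absorbance.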
TDP-43 yeast inh: TDP-43 toxicity inhibition in yeast. TDP-43 expressing yeast growth rescue, BacTiter-Glo, 24 h. Potency, µM (doses to about 46.1 µM), for inactives: at the highest dose growth rescue (activation), most hits filed as activators. actives 1.8% (n = 410,000); note: potency is the fitted concentration of half-maximal effect; % of control where 0% means no effect; nearly all actives have a fitted effect of over 50% in size
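Yeast expressing TDP-43 (pregrown in raffinose, seeded at OD600=0.02 in galactose medium) exposed to compounds 24 hr at 30 deg C. Growth read by BacTiter-Glo luminescence; rescue of toxicity appears as increased signal.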
Abeta yeast res: A-beta toxicity reversal in yeast. actives 0.063% (n = 410,000). yeast expressing A-beta42, growth rescue, OD600, 48 h; response scale: 0% DMSO, 100% iron-clioquinol control. Potency, µM (series often up to 46.1 µM), for the others: top-dose growth rescue, usual class: activators; note: potency is the fitted concentration of half-maximal effect; nearly all actives have a fitted effect of over 55% in size
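Yeast A-beta toxicity model in growth medium with pinned compounds, 48 h at 30 C; growth read as absorbance at 600 nm. Normalized to FeCl3/clioquinol equimolar mix (positive) and DMSO (negative).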
GLP1R ag: agonists of human GLP-1 receptor | HEK293 GLP-1R CRE-luciferase, luminescence, 4-6 h; cells express a hypersensitive GLP-1R form | actives 0.007% (n = 380,000) | Potency, µM (titrated, usually from 45.6 µM), inactives show at the highest dose activation, hits mostly activators | P43220; note: potency is the fitted concentration of half-maximal effect; % of control where 0% means no effect
D3 antag: D3 dopamine receptor (human) antagonism; P35462; actives 2.5% (n = 360,000); D3R cells, DiscoveRx beta-arrestin luminescence, antagonist mode; hits give low values; max response, negative = inhibition, %; in the data active = max response below about -50%; inconclusive = no clear call, values can overlap the other calls; note: % is set by controls: 0 for no effect and ±100 for the full control effect; mostly tested at two doses, the higher about 12 µM
Target sequence (P35462 whole entry, looked up): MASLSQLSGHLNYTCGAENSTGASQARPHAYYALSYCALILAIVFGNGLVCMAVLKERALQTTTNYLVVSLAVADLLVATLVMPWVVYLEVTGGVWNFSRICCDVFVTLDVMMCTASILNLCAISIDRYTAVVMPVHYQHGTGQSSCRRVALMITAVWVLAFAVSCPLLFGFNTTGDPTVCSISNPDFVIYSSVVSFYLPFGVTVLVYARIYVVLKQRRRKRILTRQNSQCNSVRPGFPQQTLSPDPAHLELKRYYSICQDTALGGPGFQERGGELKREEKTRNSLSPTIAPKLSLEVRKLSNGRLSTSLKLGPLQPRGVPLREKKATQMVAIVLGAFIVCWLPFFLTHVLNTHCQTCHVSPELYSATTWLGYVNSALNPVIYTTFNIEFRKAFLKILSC
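Cells expressing the human receptor were seeded at 1500 cells/well, incubated overnight at 37 degrees C in 5% CO2, then exposed to library compounds with dopamine controls for 90 minutes at 37 degrees C before luminescent detection.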
aSyn rescue: rescues yeast growth from alpha-synuclein toxicity; Yeast expressing alpha-synuclein, growth rescue, BacTiter-Glo, 24 h; Potency, µM (doses to about 46.1 µM), inactives show at the top dose growth rescue (activation), actives largely listed as activators; actives 0.14% (n = 370,000); note: potency is the fitted concentration of half-maximal effect; % of control where 0% means no effect; nearly all actives have a fitted effect of over 65% in size
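Readout is rescue of growth in alpha-synuclein-expressing yeast, so inhibitors of toxicity appear as activators. Growth after 24 hr at 30 deg C in galactose medium is quantified by luminescence.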
PTHR1 agonist: agonists of human PTHR1 parathyroid hormone receptor | Q03431 | HEK293 GP2 PTHR1 cells, GloSensor cAMP luminescence, 1 h | Potency, µM (titrated, usually from 115 µM), for inactives: at the highest dose activation, usual class: activators | actives 0.075% (n = 410,000); note: potency is the fitted concentration of half-maximal effect; nearly all actives have a fitted effect of over 55% in size; some results filed as inactive show a strong effect at the top dose; inactives centre near -15; many of its hits are not listed in these tables
Target sequence (Q03431 whole entry, looked up): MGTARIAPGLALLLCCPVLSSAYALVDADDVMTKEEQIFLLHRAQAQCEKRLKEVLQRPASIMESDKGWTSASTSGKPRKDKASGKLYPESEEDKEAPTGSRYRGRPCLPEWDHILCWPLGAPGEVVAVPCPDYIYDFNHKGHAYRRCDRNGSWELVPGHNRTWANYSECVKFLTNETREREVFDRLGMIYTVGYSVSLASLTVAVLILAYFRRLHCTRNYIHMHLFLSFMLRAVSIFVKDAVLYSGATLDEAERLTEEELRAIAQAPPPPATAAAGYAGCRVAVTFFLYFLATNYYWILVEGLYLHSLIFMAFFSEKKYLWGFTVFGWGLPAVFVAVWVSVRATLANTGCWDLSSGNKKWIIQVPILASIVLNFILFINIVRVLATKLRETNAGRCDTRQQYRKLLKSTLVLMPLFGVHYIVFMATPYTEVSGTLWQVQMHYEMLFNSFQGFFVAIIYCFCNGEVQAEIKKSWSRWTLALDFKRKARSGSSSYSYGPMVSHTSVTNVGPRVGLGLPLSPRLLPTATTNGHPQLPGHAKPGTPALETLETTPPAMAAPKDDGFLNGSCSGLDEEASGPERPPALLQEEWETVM
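HEK-293-derived GP2 cells expressing PTHR1 and a GloSensor cAMP reporter, 3,000/well, plated overnight, given luciferin plus IBMX (each 0.5 mM as added) for 1 h at 37 °C, then compound for 1 h at 37 °C. Luminescence was read after 15 min at room temperature.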
An asterisk follows results filed as active; i = inactive; u = inconclusive; x = not tested or not shown; & = joins results of further samples; [ ] = remark or other dose. Unless noted, calls come from the whole dose curve; as a rule, active = well fitted curve in the direction sought with a large enough effect; inconclusive = small, poorly fitted or top-dose-only effect, or another doubt; inactive = no such curve, though single readings can be large; an effect the other way counts as inactive or inconclusive. Not all compounds are listed; rates above refer to the full screens.

SMILES	GLP1R inv ag	pAkt inh	FUS suppressor	TDP-43 yeast inh	Abeta yeast res	GLP1R ag	D3 antag	aSyn rescue	PTHR1 agonist
O=C(Nc1ccc(S(=O)(=O)NCC2CCCO2)cc1)c1cccc(F)c1 (stereo unspecified)	13%	i	2%	-6%	7%	20%	-1	2%	-14%
CCSc1nnc2c3cc(CC)ccc3n(C)c2n1	-3%	i	-15%	12%	-25%	-5%	-17	9%	i
C[n+]1c(-c2ccccc2)cc2c(=Cc3ccc([N+](=O)[O-])cc3)c3ccccc3n21	u	i	x	-2%	-46%[inhibitor]	-15%	0	-13%	i
Cc1cc(C)n(CC(=O)Nc2ccccc2)n1	0%	i	-7%	-4%	-7%	-9%	-10	-2%	-8%[57.5 µM]
COC(=O)c1ccc(/C=N\N2CCN(Cc3ccc(C)cc3)CC2)cc1	0%	x	28%	-8%	-8%	-14%	-6	-5%	-13%[57.5 µM]
Cc1cccc(NC(=O)c2sc3nc(-c4ccccc4)cn3c2C)n1	-7%	i	9%	7%	-31%	-3%	12	-14%	-20%[57.5 µM]
COc1ccc([C@H]2CC(=O)C[C@@H](CCn3cc(CCc4ccccc4)nn3)O2)cc1	22%	i	27%	0%	-9%	-2%	1	7%	-20%
Cc1ccsc1/C=C/c1n[nH]c(=O)c(C#N)c1C	7%	i	-12%	1%	-7%	0%	1	2%	i
O=C(CCn1c(=O)oc2ccccc21)N1CCN(c2ccccc2F)CC1	-3%	i	7%	u	10%	-15%	-9	0%	11%[57.5 µM]
Cc1cc(OCC(=O)Nc2ccc(S(=O)(=O)N3CCN(C)CC3)cc2)ccc1Br	u	i	19%	0%	6%	0%	-14	-8%	-17%
COc1ccc(C)cc1NC(=O)CN(C)S(=O)(=O)c1ccc2c(c1)CC(C)N2C(C)=O (stereo unspecified)	10%	x	12%	11%	6%	-7%	7	1%	-32%[inhibitor]
CCOc1ccccc1/C=C/c1cc(C(=O)O)c2ccccc2n1	17%	i	25%	2%	-30%	9%	-5	0%	-14%
COc1ccccc1C(=O)COC(=O)c1cc(S(=O)(=O)N2CCCCC2)ccc1N1CCOCC1	u	i	-6%	4%	u	1%	-14	8%	-10%
COc1ccc(OC)c(NC(=O)CSC2=Nc3ccccc3C3=NC(CCC(=O)NCCc4ccccc4)C(=O)N23)c1 (stereo unspecified)	-5%	x	-18%	22%	8%	x	x	x	i
OC(COc1c(Cl)cc(Cl)cc1Cl)CN1CCCCC1 (stereo unspecified)	-21%	x	8%	-30%[inhibitor]	5%	31%	-63*	0%	22%[57.5 µM]
CCS(=O)(=O)c1ncc(Cl)c(C(=O)Nc2ccc(S(=O)(=O)N3CCC(C)CC3)cc2)n1	u	i	u	26%	6%	-7%	-61*	4%	-19%
COc1cc(CN2CCC(Cc3ccccc3)CC2)c([N+](=O)[O-])cc1OC	u	i	2%	15%	14%	4%	21	-1%	i
COCCCNC(=O)c1c[nH]c2ccc(S(=O)(=O)N3CCC4(CC3)OCCO4)cc2c1=O	12%	i	-21%	-10%	-4%	-1%	7	1%	i
O=C(Nc1ccccc1C(=O)N1CCOCC1)c1ccco1	16%	i	-22%	11%	12%	-5%	29	2%	-10%
CC(=O)c1c(N2CCN(c3ccccn3)CC2)nc(=S)n(-c2ccccc2)c1C	-13%	i	18%	-15%	-28%	6%	0	10%	-1%
Cc1ccccc1NC(=O)c1ccc(C)c(S(=O)(=O)Nc2ccccn2)c1	13%	i	11%	-10%	6%	5%	16	6%	i
O=C(c1cc(C2CCCCN2S(=O)(=O)c2ccccc2)on1)N1CCOCC1 (stereo unspecified)	24%	i	-7%	12%	-4%	1%	44	2%	i
COC(=O)C(C(=O)Nc1ncccn1)C1CCCCCC1 (stereo unspecified)	3%	i	-3%	24%	0%	-5%	10	11%	-9%[57.5 µM]
COCCn1c(SCC(=O)c2ccccc2)nc2c(c1=O)SC(C)C2 (stereo unspecified)	33%[activator]	i	-9%	-17%	-5%	9%	-28	2%	-11%
CCOc1cc2[nH]c(=S)n(C(C)C)c(=O)c2cc1OCC	-3%	i	37%	16%	19%	22%	-17	6%	-27%
Cc1cccc2c1-c1sc(C(=O)Nc3ccc(F)cc3F)cc1CO2	-7%	x	-9%	8%	-18%	x	x	x	-89%[inhibitor]
COc1ccc(CCNC(=O)COc2ccc(N(C)S(=O)(=O)c3ccc(Cl)cc3)cc2)cc1	u	i	47%	-10%	-3%	4%	-5	5%	-32%[inhibitor]
CCOc1ccc(Nc2cc(C(=O)NCc3ccccc3Cl)c3ccccc3n2)cc1	-14%	x	-12%	18%	-21%	x	x	x	i
COc1ccc(OCCC(=O)OCC(=O)NC2CCCCCCC2)cc1	6%	i	12%	10%	-15%	6%	10	5%	-14%
S=C(SSC(=S)N1CCOCC1)N1CCOCC1	7%	i	1%	-92%[inhibitor]	-90%[inhibitor]	-7%	-23	-86%[inhibitor]	-17%
COC(=O)c1cc(C(=O)NCCCN2CCOCC2)cc([N+](=O)[O-])c1	-18%	i	8%	4%	6%	2%	-8	1%	i
CC(=O)C(=Cc1ccc(O)cc1)C(C)=O	-11%	i	-26%	7%	-9%	-2%	-4	-7%	-16%
Cc1ccc(NC(=O)COc2ccccc2C#N)cc1S(=O)(=O)N1CCCCCC1	u	i	13%	28µM*	-8%	0%	34	0%[1.84 µM]	-23%
CCOC(=O)N1CCN(c2ccnc3cc(Cl)ccc23)CC1	u	i	25%	-3%	-12%	4%	12	1%	-12%
CC(C)[C@H](NC(=O)OCc1ccccc1)C(=O)OCc1ccccc1	-41%	i	1%	8%	-4%	14%	-15	2%	-7%
O=C(O)C1C2C=CC(C2)C1C(=O)NCCCc1ccccc1 (stereo unspecified)	26%	i	x	u	18%	-3%	0	-1%	i
CN1/C(=C\C(=O)COC(=O)c2ccc(O)cc2)C(C)(C)c2ccccc21	u	i	21%	21%	12%	5%	18	0%	-41%[inhibitor]
CC(C)C12CN3CCN(CC(C3)/C1=N\NC(=O)Nc1ccccc1)C2	-20%	i	9%	-5%	7%	-3%	11	-3%	-16%
CC(C)CNC(=O)[C@H](Cc1ccccc1)NC(=O)c1cccs1	11%	i	-12%	8%	6%	3%	11	5%	-12%
CC1CC(=O)N(CC(=O)Nc2cccc(Cl)c2)c2ccccc2S1(=O)=O (stereo unspecified)	-1%	i	-7%	-1%	12%	0%	3	-3%	-19%

Exported as a markdown table: part of the list above.
| SMILES | GLP1R inv ag | pAkt inh | FUS suppressor | TDP-43 yeast inh | Abeta yeast res | GLP1R ag | D3 antag | aSyn rescue | PTHR1 agonist |
| --- | --- | --- | --- | --- | --- | --- | --- | --- | --- |
| CCOc1ccc(Nc2cc(C(=O)NCc3ccccc3Cl)c3ccccc3n2)cc1 | -14% | x | -12% | 18% | -21% | x | x | x | i |
| COc1ccc(OCCC(=O)OCC(=O)NC2CCCCCCC2)cc1 | 6% | i | 12% | 10% | -15% | 6% | 10 | 5% | -14% |
| S=C(SSC(=S)N1CCOCC1)N1CCOCC1 | 7% | i | 1% | -92%[inhibitor] | -90%[inhibitor] | -7% | -23 | -86%[inhibitor] | -17% |
| COC(=O)c1cc(C(=O)NCCCN2CCOCC2)cc([N+](=O)[O-])c1 | -18% | i | 8% | 4% | 6% | 2% | -8 | 1% | i |
| CC(=O)C(=Cc1ccc(O)cc1)C(C)=O | -11% | i | -26% | 7% | -9% | -2% | -4 | -7% | -16% |
| Cc1ccc(NC(=O)COc2ccccc2C#N)cc1S(=O)(=O)N1CCCCCC1 | u | i | 13% | 28µM* | -8% | 0% | 34 | 0%[1.84 µM] | -23% |
| CCOC(=O)N1CCN(c2ccnc3cc(Cl)ccc23)CC1 | u | i | 25% | -3% | -12% | 4% | 12 | 1% | -12% |
| CC(C)[C@H](NC(=O)OCc1ccccc1)C(=O)OCc1ccccc1 | -41% | i | 1% | 8% | -4% | 14% | -15 | 2% | -7% |
| O=C(O)C1C2C=CC(C2)C1C(=O)NCCCc1ccccc1 (stereo unspecified) | 26% | i | x | u | 18% | -3% | 0 | -1% | i |
| CN1/C(=C\C(=O)COC(=O)c2ccc(O)cc2)C(C)(C)c2ccccc21 | u | i | 21% | 21% | 12% | 5% | 18 | 0% | -41%[inhibitor] |
| CC(C)C12CN3CCN(CC(C3)/C1=N\NC(=O)Nc1ccccc1)C2 | -20% | i | 9% | -5% | 7% | -3% | 11 | -3% | -16% |
| CC(C)CNC(=O)[C@H](Cc1ccccc1)NC(=O)c1cccs1 | 11% | i | -12% | 8% | 6% | 3% | 11 | 5% | -12% |
| CC1CC(=O)N(CC(=O)Nc2cccc(Cl)c2)c2ccccc2S1(=O)=O (stereo unspecified) | -1% | i | -7% | -1% | 12% | 0% | 3 | -3% | -19% |

(further entries)
SMILES	GLP1R inv ag	pAkt inh	FUS suppressor	TDP-43 yeast inh	Abeta yeast res	GLP1R ag	D3 antag	aSyn rescue	PTHR1 agonist
OCC1(CC2CCCCO2)CCN(Cc2cccc(O)c2)CC1 (stereo unspecified)	-9%	i	-2%	5%	-2%	3%	-23	-3%	-16%
CCOCCCNC(=O)c1cn(CC)c2ccc(S(=O)(=O)N3CCOCC3)cc2c1=O	3%&11%	i	11%&-2%	u	1%	8%&3%	3	1%	-15%
CCC(C)(C)C1CCc2[nH]nc(C(=O)NC(C)C)c2C1 (stereo unspecified)	u	i	-3%	-2%	-12%	20%	4	-28%	-78%[inhibitor]
Cc1noc(C)c1CN1C(=O)NC(Cc2ccccc2)(Cc2ccccc2)C1=O	6%	i	-1%	17%	-1%	9%	-8	8%	-7%
